# Screens: PubChem BioAssay, National Center for Advancing Translational Sciences (NCATS)
# GLS inh: inhibitors of human glutaminase (GLS) | Potency, µM (highest dose often 45.5 µM), inactives show top-dose activity change, negative = inhibition, usual class: inhibitors | O94925 | AID 624170 | 0.21% of 410,000 active | GLS enzymatic activity, qHTS titration; further: on the % scale 0 is the no-effect control and ±100 the full control effect
#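 Human kidney-isoform GLS in 45 mM KH2PO4 pH 8.2, 0.02% Tween-20, with compound, started with 1mM L-Glutamine (added stock). Glutamate oxidase/HRP/Amplex red coupled fluorescence read at start and after 30 min at RT.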
# POLI inh: blocks human DNA polymerase iota activity; Potency, µM (titrated, usually from 115 µM), without a hit: at the highest dose activity, negative = inhibition, actives largely listed as inhibitors; Q9UNA4; 1% of 390,000 active; AID 588590; Pol iota fluorescent replication assay, 10 min
#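 Pol iota at 10 nM preincubated 15 min with compounds at room temperature; reaction started with fluorescent substrate, 50 nM final. Fluorescence read kinetically at 0 and 10 min; buffer-only wells as negative control.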
# HP1b chromo inh: blocks HP1-beta chromodomain binding to methylated histone tails; AID 540317; 0.56% of 390,000 active; Potency, µM (highest dose often 114 µM), for inactives: at the highest dose activity change, negative = inhibition, hits mostly inhibitors; AlphaScreen HP1-beta / biotin-H3K9me3 peptide binding; P83916; further: nearly all actives have a fitted effect of over 70% in size; inactives centre near 23
#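 Compound inhibition of the preformed complex between 50 nM HP1-beta and 50 nM biotinylated H3K9me3 peptide was read by AlphaScreen. Buffer was PBS pH 7.4 with 0.01% Tween-20. Incubations ran 30 min at room temperature, with 10 ug/mL donor/acceptor beads.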
# G9a block: inhibitors of human histone lysine methyltransferase G9a; AID 504332; G9a H3K9 monomethylation, AlphaScreen, 2 h; 8.8% of 350,000 active; Q96KQ7; Potency, µM (series often up to 102 µM), for the others: at the highest dose activity, negative = inhibition, usual class: inhibitors; further: on the % scale 0 is the no-effect control and ±100 the full control effect; nearly all actives have a fitted effect of over 75% in size
#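 Compounds were preincubated with 20 nM G9a for 15 min, after which biotinylated H3K9 peptide (500 nM) and SAM (20 uM) started a 2 h room-temperature reaction. Monomethylated product was quantified by antibody-based AlphaScreen chemiluminescence.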
# JMJD2A Tudor: blocks the human JMJD2A Tudor domain. AlphaScreen JMJD2A-Tudor / H3K4me3 peptide binding. Potency, µM (doses to about 114 µM), for the others: at the highest dose activity change, negative = inhibition, hits mostly inhibitors. 4.4% of 390,000 active; further: on the % scale 0 is the no-effect control and ±100 the full control effect; nearly all actives have a fitted effect of over 50% in size
# Target sequence (O75164 whole entry, looked up, the tested form may be a part): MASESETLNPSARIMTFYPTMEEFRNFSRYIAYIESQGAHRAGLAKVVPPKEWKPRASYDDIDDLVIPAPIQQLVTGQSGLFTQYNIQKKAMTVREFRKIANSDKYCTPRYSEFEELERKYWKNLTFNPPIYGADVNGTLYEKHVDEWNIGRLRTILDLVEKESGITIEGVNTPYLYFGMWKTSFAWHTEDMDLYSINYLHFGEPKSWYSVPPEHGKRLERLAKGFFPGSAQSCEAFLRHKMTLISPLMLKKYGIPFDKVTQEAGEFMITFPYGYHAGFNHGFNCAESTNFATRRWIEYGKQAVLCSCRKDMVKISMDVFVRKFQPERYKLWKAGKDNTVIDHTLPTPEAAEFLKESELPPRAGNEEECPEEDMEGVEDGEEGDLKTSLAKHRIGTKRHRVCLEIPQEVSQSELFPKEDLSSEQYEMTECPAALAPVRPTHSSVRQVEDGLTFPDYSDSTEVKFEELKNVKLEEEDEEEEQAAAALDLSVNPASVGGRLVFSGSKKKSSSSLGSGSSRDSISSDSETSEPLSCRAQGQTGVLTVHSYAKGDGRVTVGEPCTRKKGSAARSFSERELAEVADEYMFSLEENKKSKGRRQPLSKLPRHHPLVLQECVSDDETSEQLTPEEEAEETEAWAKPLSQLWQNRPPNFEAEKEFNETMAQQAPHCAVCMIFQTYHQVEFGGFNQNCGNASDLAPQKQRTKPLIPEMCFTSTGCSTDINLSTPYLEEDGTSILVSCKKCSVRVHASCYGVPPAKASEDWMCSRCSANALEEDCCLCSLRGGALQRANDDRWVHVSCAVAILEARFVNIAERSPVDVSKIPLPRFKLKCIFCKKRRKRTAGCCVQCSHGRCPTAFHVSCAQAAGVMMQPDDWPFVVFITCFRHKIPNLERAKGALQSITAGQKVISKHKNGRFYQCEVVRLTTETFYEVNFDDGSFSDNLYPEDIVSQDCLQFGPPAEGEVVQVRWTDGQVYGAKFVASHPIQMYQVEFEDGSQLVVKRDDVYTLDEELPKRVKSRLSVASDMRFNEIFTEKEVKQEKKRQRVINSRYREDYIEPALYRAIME
# BAZ2B inh: inhibitors of human BAZ2B bromodomain; Potency, µM (doses to about 114 µM), for the others: at the top dose activity change, negative = inhibition, actives largely listed as inhibitors; Q9UIF8; 4.4% of 360,000 active; AlphaScreen BAZ2B-H3K14Ac peptide displacement; further: on the % scale 0 is the no-effect control and ±100 the full control effect; nearly all actives have a fitted effect of over 60% in size
#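 Complex of BAZ2B and biotin-H3K14Ac (50 nM apiece) forms over 30 min at RT, then faces library compounds up to 110 uM for another 30 min; AlphaScreen beads added, 20 min dark incubation, luminescence read.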
# BLM inh: blocks DNA unwinding by human BLM helicase; P54132; Potency, µM (titrated, usually from 56.1 µM), for inactives: top-dose activity change, negative = inhibition, actives largely listed as inhibitors; recombinant BLM DNA unwinding, fluorescence dequenching; 0.2% of 350,000 active;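 further: plate controls were vehicle for no effect and no enzyme for full effect; nearly all actives have a fitted effect of over 35% in size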
# Pin1 inh: human Pin1 inhibition | Q13526 | Pin1 FP peptide displacement, HiFluor488, 10 min | Potency, µM (doses to about 115 µM), for the others: at the top dose activity, negative = inhibition, actives largely listed as inhibitors | 0.009% of 390,000 active | AID 504891; active means well fitted inhibition curve with a large enough effect in the polarisation, with a control signal flat, not every such curve was filed as active; inconclusive means small, poorly fitted or top-dose-only effect, or effect the other way, or a change in a side signal; inactive means no such curve, though single readings can be large or run the other way; the % refers to the polarisation; further: on the % scale 0 is the no-effect control and ±100 the full control effect
# Tb PGK inh: blocks T. brucei phosphoglycerate kinase | P07378 | PGK/GAPDH coupled, Kinase-Glo luminescence, 60 min | Potency, µM (top dose mostly 57.5 µM), inactives show at the highest dose activity change, negative = inhibition, usual class: inhibitors | 0.043% of 380,000 active | AID 602233; further: on the % scale 0 is the no-effect control and ±100 the full control effect; nearly all actives have a fitted effect of over 60% in size
#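 Luminescent ATP detection (Kinase-Glo Plus) follows a 60-minute room-temperature incubation, with wells lacking PGK as controls. Buffer: 100 mM TEA (pH 7.6), 5 mM MgCl2, 0.01% Tween-20. Coupling enzyme GAPDH (100 nM final) supplies unstable 1,3-BPG in-well.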
# An asterisk follows results filed as active; i = inactive; u = inconclusive; x = not tested or not shown; & = joins results of further samples; [ ] = another dose, or the depositor's remark. Unless noted, the call rests on the fitted dose curve; in most records, active means well fitted curve in the direction sought with a large enough effect; inconclusive means small, poorly fitted or top-dose-only effect, or another doubt; inactive means no such curve, though single readings can be large; an effect the other way counts as inactive or inconclusive. Potency means the concentration at half of the fitted maximal effect. Some of the compounds tested (hit frequency here may not be typical).
SMILES,GLS inh,POLI inh,HP1b chromo inh,G9a block,JMJD2A Tudor,BAZ2B inh,BLM inh,Pin1 inh,Tb PGK inh
C/C=C/C(=O)N1c2ccc(C)cc2C(C)=CC1(C)C,3%,5%,40%[activator],26%,1%,u,-5%,u,4%
CCOC(=O)c1sc(NC(=O)c2nc(SCC)ncc2Cl)c(C(=O)OCC)c1C,-4%,33%,46%[activator],7%[59 µM],-14%,-2%,1%,1%,i
CCOc1ccc(C2c3c(oc4ccc(C)cc4c3=O)C(=O)N2CCCN2CCOCC2)cc1 (configuration not stated),0%,-1%,24%,5%[59 µM],-7%,0%,1%,-4%,i
CS(=O)(=O)N1CCc2cc(C(=O)Nc3ccc(Cl)c(C(F)(F)F)c3)ccc21,-9%,-13%,43%[activator],-21%[59 µM],-25%,-11%,-6%,36%[activator],-3%
O=C1c2[nH]nc(-c3ccccc3O)c2C(c2cccc(Cl)c2)N1Cc1cccnc1 (configuration not stated),1%,-4%,22%,5%[59 µM],u,-2%,0%,1%,i
CCC(NC(=O)c1ccccc1NC(=O)c1ccc(C)cc1)C(=O)O (configuration not stated),5%,-6%,23%,7%[59 µM],-11%,-11%,-11%,-2%,-5%
COc1cccc(C2=NOC(C(=O)N3CCN(c4ccccc4)CC3)C2)c1OC (configuration not stated),8%,-28%,4%,u,-25%,-2%,4%,3%,4%
Cc1ccc(NC(=O)N2CCC(CN3CCCCC3)CC2)c(Cl)c1,2%,-8%,-1%,0%[59 µM],-6%,-2%,2%,-2%,i
N#Cc1cc(-c2ccccc2)nc(Oc2ccc(Cl)cc2)n1,-5%,7%,41%[activator],25%[59 µM],1%,49%[activator],-13%,2%,-2%
c1ccc(-c2cc3c(N4CCN(c5ccccc5)CC4)ncnc3s2)cc1,2%,75%[activator],33%,18%,-12%,2%,-17%,28%,i
COc1ccc(C)cc1S(=O)(=O)Nc1cc2c3c(c1)CCN3C(=O)CC2,3%,16%,37%,-2%[0.501 µM],3%,11%,x,-15%,0%
NNC(=O)c1ccc(Oc2cc(Cl)cc(Cl)c2)o1,8%,24%,23%,x,-21%,-1%,-11%,-6%,4%
CC(C)(C)NC(=O)COC(=O)c1cc(S(=O)(=O)N2CCCCC2)ccc1N1CCOCC1,3%,28%,31%,-32%[59 µM],-9%,12%,-3%,-15%,-6%
O=C(CN1C(=O)/C(=C\c2cccc(F)c2)Oc2ccccc21)N1CCN(c2ccccn2)CC1,-2%,-1%,17%,1%[59 µM],-6%,1%,-4%,4%,-5%
COc1ccccc1C(=O)Nc1ccc2c(c1)nc(CN1CCN(C(C)=O)CC1)n2C,-6%,23%,18%,-22%[59 µM],-5%,6%,-2%,0%,6%
O=[N+]([O-])c1ccccc1/C=N/N1CCN(c2ccc(Cl)cc2)CC1,8%,36%[activator],u,18µM*,u,14µM*,-7%,-14%,2%
COc1cccc(-c2cc(C(=O)NN3CCOCC3)c3ccccc3n2)c1,5%,13%,28%,-49%[59 µM],-4%,8%,3%,49%[activator],-8%
CCCCN(C)C(=S)Nc1ccc2nc3n(c(=O)c2c1)CCCCC3,0%,-8%,16%,-6%,-11%,12%,-6%,-1%,-4%
CC1=C(CC(=O)NCC(=O)NCC(=O)O)c2cc(F)ccc2/C1=C/c1ccc(S(C)=O)cc1 (configuration not stated),1%,17%,44%[activator],-18%,-14%,0%,-1%,6%,3%
C[C@@H](C(=O)NCCc1c[nH]c2ccccc12)[C@@H]1C[C@@]1(C)[C@@H](NC(=O)OCc1ccccc1)c1ccccc1,1%,7%,4%,45µM*,u,-35%,-5%&-5%,11%,-3%
CCOC(=O)CNC(=O)CSc1nc2cccnc2n1CC,7%,32%,47%[activator],u,-3%,-6%,3%,-5%,-8%
O=C(NCCCN1CCCC1)c1ccc(CS(=O)(=O)c2ccc(Br)cc2)o1,0%,-9%,27%,56µM*,-15%,-27%,-3%,2%,-3%
COc1ccc(NC(=O)CSc2nnc(-c3cc(C)[nH]n3)n2N)cc1,-8%,27%,26%,3%[0.0925 µM],-14%,-18%,0%,-1%,i
CC(=O)Nc1ccc(SC(C)C(=O)NC(N)=O)cc1 (configuration not stated),6%,13%,26%,40µM*,-8%,-1%,1%,-5%,4%
Cc1ccc2[nH]c(=O)cc(C(=O)OC(C)C)c2c1,0%,18%,31%,x,-6%,-9%,1%,7%,-7%
O=C(NCCN1C(=O)S/C(=C\c2cccs2)C1=O)c1ccco1,-8%,63%[activator],27%,-40%,5%,-17%,-1%,0%,i
CCS(=O)c1ccccc1C(=O)OCC(=O)Nc1ccc2ccccc2c1 (configuration not stated),-6%,0%,29%,x,3%,x,x,1%,-3%
CCOc1ccc([C@@H]2CC=C(C(=O)O)[C@H](c3ccc(Cl)cc3)N2S(=O)(=O)c2ccc(C)cc2)cc1,44%[activator],2%,17%,8%[2.33 µM],-22%,-5%,x,u,-5%
CCOC(=O)c1cccc(NC(=O)C2CCCN(c3nnc(N4CCCC4=O)s3)C2)c1 (configuration not stated),u,u,5%,13%[59 µM],-6%,-4%,-2%,-6%,i
COc1cc(OC)cc(C(=O)Nc2cccc(C(C)=O)c2)c1,0%,21%,22%,-42%[12.7 µM],2%,-1%,7%,0%,-5%

# Two compounds drawn at random from those above:
SMILES,GLS inh,POLI inh,HP1b chromo inh,G9a block,JMJD2A Tudor,BAZ2B inh,BLM inh,Pin1 inh,Tb PGK inh
CCOc1ccc([C@@H]2CC=C(C(=O)O)[C@H](c3ccc(Cl)cc3)N2S(=O)(=O)c2ccc(C)cc2)cc1,44%[activator],2%,17%,8%[2.33 µM],-22%,-5%,x,u,-5%
CCOC(=O)c1cccc(NC(=O)C2CCCN(c3nnc(N4CCCC4=O)s3)C2)c1 (configuration not stated),u,u,5%,13%[59 µM],-6%,-4%,-2%,-6%,i

# Next section.
SMILES,GLS inh,POLI inh,HP1b chromo inh,G9a block,JMJD2A Tudor,BAZ2B inh,BLM inh,Pin1 inh,Tb PGK inh
O=C(CN1C(=O)NC2(CCCc3ccccc32)C1=O)NCc1ccco1 (configuration not stated),-5%,3%,13%,28%[2.33 µM],-12%,1%,-1%,2%,-3%
CC(=O)N1N=C(c2ccc(C)c([N+](=O)[O-])c2)OC1(C)C,2%,10%,23%,6%,-4%,-14%,-2%,6%,i
[O-]/[N+](=C\c1ccncc1)c1ccc(Br)cc1,51%[activator],25%,-10%,40µM*,-31%,u,-1%,-1%,5%
NS(=O)(=O)c1ccc(CCNC(=O)C2CCN(S(=O)(=O)c3cccc4cccnc34)CC2)cc1,8%,-13%,27%,14%,-24%,-3%,0%,8%,3%
CN(C)c1nc(/C=C(\C#N)C(N)=O)c(Cl)n1-c1ccc(F)cc1,4%,46%[activator],33%,2%,-14%,-4%,-2%,-5%,9%
O=c1ccc(-c2ccc(S(=O)(=O)NCc3cccc(Br)c3)s2)n[nH]1,6%,u,33%,-10%,-8%,-27%,-5%,0%,-1%
O=C(COC(=O)c1cc2ccccc2cc1O)Nc1ccccc1F,13%,-5%,31%,x,-20%,x,x,4%,i
O=C(/C=C/c1ccccc1)c1ccc(NC2=NCCCS2)cc1,0%,-13%,-30%,u,u,u,-7%,1%,-5%
O=[N+]([O-])c1cccc(S(=O)(=O)/N=C(/Nc2ccccc2)c2ccccc2)c1,4%,18%,-10%,x,-33%,x,x,-12%,-8%
O=C(Cn1nc(C(F)(F)F)c2c1CCCCC2)N1CCOCC1,9%,13%,28%,4%[12.7 µM],8%,4%,0%,-3%,0%
COc1ccccc1NS(=O)(=O)c1cccc(C(=O)N/N=C/c2ccc3c(c2)OCCO3)c1,2%,-10%,30%,4%[59 µM],-4%[57.1 µM],-1%,-1%,u,i
CCN(CC)S(=O)(=O)c1ccc(=O)n(CC(=O)N2CCCc3cc(C)ccc32)c1,0%,-14%,36%,13%[59 µM],-17%,8%,x,-6%,5%
COC(=O)c1ccc(COc2ccccc2/C=C(\C#N)C(=O)Nc2ccc(C)cc2C)cc1,-13%,10%,27%,-5%[59 µM],-8%,u,-1%,-3%,-10%
O=C(c1ccco1)N1CCN(c2c([N+](=O)[O-])nn(-c3ccc(Cl)cc3)[n+]2[O-])CC1,0%,40%[activator],22%,u,-27%,u,-3%,-6%,-3%
COCCN(CCOC)C(=O)CSc1ccc(S(=O)(=O)N2CCN(C)CC2)cn1,0%,8%,54%[activator],0%[12.7 µM],5%,-8%,x,-2%,9%

# An excerpt of these results, with the structure last.
GLS inh | POLI inh | HP1b chromo inh | G9a block | JMJD2A Tudor | BAZ2B inh | BLM inh | Pin1 inh | Tb PGK inh | canonical_smiles
0% | -13% | -30% | u | u | u | -7% | 1% | -5% | O=C(/C=C/c1ccccc1)c1ccc(NC2=NCCCS2)cc1
4% | 18% | -10% | x | -33% | x | x | -12% | -8% | O=[N+]([O-])c1cccc(S(=O)(=O)/N=C(/Nc2ccccc2)c2ccccc2)c1
9% | 13% | 28% | 4%[12.7 µM] | 8% | 4% | 0% | -3% | 0% | O=C(Cn1nc(C(F)(F)F)c2c1CCCCC2)N1CCOCC1
2% | -10% | 30% | 4%[59 µM] | -4%[57.1 µM] | -1% | -1% | u | i | COc1ccccc1NS(=O)(=O)c1cccc(C(=O)N/N=C/c2ccc3c(c2)OCCO3)c1
0% | -14% | 36% | 13%[59 µM] | -17% | 8% | x | -6% | 5% | CCN(CC)S(=O)(=O)c1ccc(=O)n(CC(=O)N2CCCc3cc(C)ccc32)c1
-13% | 10% | 27% | -5%[59 µM] | -8% | u | -1% | -3% | -10% | COC(=O)c1ccc(COc2ccccc2/C=C(\C#N)C(=O)Nc2ccc(C)cc2C)cc1
0% | 40%[activator] | 22% | u | -27% | u | -3% | -6% | -3% | O=C(c1ccco1)N1CCN(c2c([N+](=O)[O-])nn(-c3ccc(Cl)cc3)[n+]2[O-])CC1
0% | 8% | 54%[activator] | 0%[12.7 µM] | 5% | -8% | x | -2% | 9% | COCCN(CCOC)C(=O)CSc1ccc(S(=O)(=O)N2CCN(C)CC2)cn1
